# Compound activity deposited in PubChem BioAssay by several laboratories.
# KCNQ1 inh = human KCNQ1 channel inhibition | AID 2642 | actives 1.3% (n = 310,000) | B-score at 10 µM | P51787 | CHO-K1 KCNQ1, FluxOR thallium flux fluorescence; active compounds read high;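 active = compounds whose thallium flux B-score, printed positive for inhibition, exceeds three library SD while starting fluorescence stays within three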;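 also: channel opened by potassium depolarization with thallium stimulus after 20 min compound exposure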
# Target sequence (P51787 whole entry, looked up): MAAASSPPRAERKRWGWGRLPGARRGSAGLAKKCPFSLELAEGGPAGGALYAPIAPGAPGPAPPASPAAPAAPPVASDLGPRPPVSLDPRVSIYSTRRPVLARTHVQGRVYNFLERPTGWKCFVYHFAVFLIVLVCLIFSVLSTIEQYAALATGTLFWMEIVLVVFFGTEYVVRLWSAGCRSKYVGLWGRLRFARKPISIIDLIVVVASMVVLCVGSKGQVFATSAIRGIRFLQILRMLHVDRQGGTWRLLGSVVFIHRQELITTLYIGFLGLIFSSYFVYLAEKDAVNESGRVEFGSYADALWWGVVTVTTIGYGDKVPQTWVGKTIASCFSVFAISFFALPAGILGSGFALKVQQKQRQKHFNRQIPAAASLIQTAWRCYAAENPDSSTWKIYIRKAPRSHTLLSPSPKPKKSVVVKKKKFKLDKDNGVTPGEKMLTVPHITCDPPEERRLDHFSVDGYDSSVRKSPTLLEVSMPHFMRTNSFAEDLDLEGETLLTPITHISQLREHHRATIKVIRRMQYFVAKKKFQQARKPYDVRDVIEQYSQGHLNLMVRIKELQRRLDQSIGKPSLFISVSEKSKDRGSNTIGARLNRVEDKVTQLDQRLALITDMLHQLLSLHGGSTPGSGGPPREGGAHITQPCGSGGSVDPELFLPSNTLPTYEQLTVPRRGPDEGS
# ANO1 activ = mouse TMEM16A channel activation, primary screen | Q8BHY3 | B-score at 10 µM | AID 623877 | HEK293 TMEM16A/YFP-H148Q/I152L, iodide quench fluorescence; active compounds read low | actives 0.3% (n = 340,000);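 active = fluorescence-ratio B-score plate-corrected deviation score at least 3 library SD below zero, with starting fluorescence score within 5 deviations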;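 also: channel opened by trigger with iodide after compound preincubation; score built on the fluorescence ratio of max minus min over baseline; more negative score means more quench and so TMEM16A activation or potentiation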
# TRPC4 agonist = opens the mouse TRPC4 cation channel | B-score at 10 µM | AID 2237 | HEK293 TRPC4beta/mu-opioid, Fluo4 calcium fluorescence; active compounds read high | Q9QUQ5 | actives 0.49% (n = 310,000);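 active = B-score above 5 SD of library B-scores, and initial fluorescence ratio not above library mean plus 5 SD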;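 also: positive B-score marks a calcium rise read as TRPC4 activation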
#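 Test system: HEK293 cells stably co-expressing mouse TRPC4beta and mu-opioid receptor | Schedule: Fluo4 dye loading 45 min at room temperature, 110 s recording | Measured by: Kinetic Fluo4 calcium fluorescence, 5 s baseline at 1 Hz | Evaluation: B score of integrated ratio | Controls: Buffer (low) and maximal DAMGO (high)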
# KCNK3 inh = human KCNK3 channel inhibition, primary screen; CHO-KCNK3 thallium flux, FluxOR fluorescence; active compounds read low; B-score at 10 µM; actives 0.84% (n = 340,000);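 active = B-score under library mean minus 4 SD, starting fluorescence ratio at most library mean plus 5 SD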;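 also: more negative B-score means stronger inhibition of thallium flux through KCNK3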
# Dyrk1A ADPGlo = inhibitors of rat Dyrk1A kinase | actives 0.43% (n = 310,000) | ADP-Glo luminescence, NFATc1 peptide | Q63470 | inhibition, % at 12.5 µM; in the data active = inhibition above about 50%;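 also: plate controls were vehicle with enzyme for no effect and no enzyme for full effect; many of its hits are not listed in these tables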
# TMEM16A inh = inhibitors of mouse TMEM16A calcium-activated chloride channel | Q8BHY3 | HEK293 TMEM16A/YFP iodide influx fluorescence, ionomycin | normalized B-score (activity score, 25-100; higher = stronger inhibition) at 10 µM | actives 1.2% (n = 310,000) | AID 588511;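 active = ratio plate-corrected score three or more library SD toward inhibition, starting fluorescence score within five deviations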;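 also: score derived from kinetic fluorescence span divided by baseline fluorescence per well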
# KCNK9 inh = inhibitors of human KCNK9 two-pore domain potassium channel; Q9NPC2; HEK293 KCNK9, FluxOR thallium flux fluorescence; active compounds read low; B-score at 10 µM; actives 1.2% (n = 310,000);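 active = ratio B-score over 3 SD below the library mean, with starting fluorescence within 5 SD of its mean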;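 also: negative B-score means less thallium flux so channel inhibition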
# Target sequence (Q9NPC2 whole entry, looked up, the tested form may be a part): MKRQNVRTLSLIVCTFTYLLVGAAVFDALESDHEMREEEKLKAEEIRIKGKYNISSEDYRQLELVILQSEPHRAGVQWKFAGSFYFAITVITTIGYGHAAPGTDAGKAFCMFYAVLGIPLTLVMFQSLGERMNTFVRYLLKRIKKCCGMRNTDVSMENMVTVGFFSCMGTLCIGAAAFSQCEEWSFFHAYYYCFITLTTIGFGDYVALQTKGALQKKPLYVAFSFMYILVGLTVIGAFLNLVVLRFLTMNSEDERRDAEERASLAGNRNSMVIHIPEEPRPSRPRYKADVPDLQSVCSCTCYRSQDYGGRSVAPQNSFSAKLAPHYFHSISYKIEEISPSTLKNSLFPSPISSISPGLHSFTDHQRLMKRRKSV
# hERG rescue = hERG (human) protection from proarrhythmic block | actives 0.51% (n = 310,000) | CHO-hERG, FluxOR thallium flux, dofetilide IC70 present | Q12809 | activation (rescue from dofetilide block), less the hit threshold, % at 10 µM | AID 1511;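 active = activation above the mean of controls blocked by dofetilide plus 5 SD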;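 also: thallium influx through hERG after potassium depolarization seen as dye fluorescence rise; in these data hits start at about 4.7%; inactives centre near -7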
# KCNQ1 act = human KCNQ1 channel potentiation or activation | P51787 | actives 0.35% (n = 310,000) | CHO-K1 KCNQ1, thallium flux FluxOR fluorescence; active compounds read high | B-score at 10 µM | AID 2648;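 active = fluorescence ratio B-score, a plate-corrected score, at least three library SD, with initial intensity B-score within 5 SD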
#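 Test system: CHO-K1 cells stably expressing KCNQ1 / Medium: assay buffer / Also added: depolarizing K+/Tl+ stimulus, K2SO4 and Tl2SO4 each 12.5 mM in 5x stock / Incubation: 90 min dye loading and 20 min compound exposure, both at room temperature / Signal: thallium influx via FluxOR fluorescence, kinetic imaging / Evaluation: B score of baseline-normalized fluorescence ratio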
# HDAC3 inhib = human HDAC3 inhibition. O15379. recombinant HDAC3, fluorogenic peptide/trypsin coupled, fluorescence. inhibition, % at 8.3 µM. actives 0.15% (n = 320,000). AID 2718; in the data active = inhibition above about 26%, passing the limit was not always enough; inconclusive = no clear call, values can overlap the other calls
# TRPC4 PAM = TRPC4 (mouse) allosteric potentiation; HEK293 TRPC4beta/mu-opioid, DAMGO EC20, Fluo-4 Ca2+ flux; active compounds read high; actives 0.42% (n = 310,000); Q9QUQ5; B-score at 10 µM; AID 2227;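 active = B-score of calcium response area above 5 SD of library B-scores, with initial fluorescence ratio within 5 SD of library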;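 also: B-score of integrated fluorescence ratio over time as area under calcium response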
# * = called active by the depositor; i = inactive; u = inconclusive; x = no result given.
# Values run as follows: KCNQ1 inh	ANO1 activ	TRPC4 agonist	KCNK3 inh	Dyrk1A ADPGlo	TMEM16A inh	KCNK9 inh	hERG rescue	KCNQ1 act	HDAC3 inhib	TRPC4 PAM
1: Cc1ccc2[nH]c3c(c2c1)CN(C(=O)CN1CCN(c2ccccc2F)CC1)CC3
  i	x	i	x	x	x	i	-11.8	i	x	i
2: Cc1c(NC(=O)CSc2ncnc3c2cnn3-c2ccccc2)c(=O)n(-c2ccccc2)n1C
  i	i	i	i	-8.0	i	i	-3.4	i	1.7	i
3: Cc1ccc(C2N(c3cccc(Cl)c3)C(=O)N3CCCN23)cc1 (configuration not stated)
  i	i	i	i	7.7	i	i	-10.4	i	0.5	i
4: COc1ccccc1N(CC(=O)NC1CCCC1)C(=O)C1(C)CC(=O)N=C2C=CC(C)=CN21 (configuration not stated)
  i	i	i	i	-5.8	i	i	-3.0	i	-43.2	i
5: O=C(NNc1nc(-c2ccc(Br)cc2)cs1)c1ccco1
  i	i	i	i	-1.5	i	i	-5.5	i	-1.0	i
6: CCOC(=O)c1ccccc1NC(=O)c1ccc2c(SCC(=O)O)c3c(nc2c1)CCCC3
  i	i	i	-9.69*	-6.6	i	i	-35.6	i	4.7	i
7: O=C(N/N=C/c1cccs1)c1cccnc1
  i	i	i	i	5.2	i	i	-8.7	i	-1.5	i
8: COc1ccc(N2CCN(c3ccc(N4C(=O)COCC4=O)cc3[N+](=O)[O-])CC2)cc1
  i	i	i	i	3.9	i	i	-5.6	i	-1.3	i
9: O=C(O)CCCCCNC(=O)Cn1nnc2ccccc2c1=O
  i	i	i	i	6.6	i	i	-10.9	i	3.2	i
10: O=C(/C=C/c1ccccc1Cl)Nc1cccc(O)c1
  i	i	i	i	27.8	i	i	-13.1	i	4.2	i
11: C=CCc1c(C)nc(-c2ccccc2)nc1N/N=C/c1ccncc1
  i	i	i	i	-6.3	i	i	-17.6	i	7.4	i
12: O=S(=O)(CCN1CCSCC1)c1ccccc1
  i	i	i	i	0.0	i	i	-3.6	i	1.5	i
13: CCCOc1ccc(CSc2nc3ccccc3[nH]2)cc1
  i	i	i	i	3.3	i	i	-7.7	i	3.5	i
14: CCOc1cc(/C=N/NC(=O)CNc2ccc(C)cc2)ccc1OC(=O)c1ccccc1
  i	i	i	i	x	i	i	-4.3	i	-0.6	i
15: COc1ccc(Nc2nc(Cl)nc(Nc3ccc(OC)cc3)n2)cc1
  i	i	i	i	3.8	i	i	-3.6	i	-8.2	i
16: CC(=O)Nc1ccc(C(=O)NCCc2ccccc2)cc1
  i	i	i	i	2.3	i	i	-8.1	i	6.2	i
17: COc1ccc(NC(=O)c2ccccc2NS(=O)(=O)c2ccc(CNC(C)=O)cc2)c(OC)c1
  i	i	i	i	0.6	i	i	-6.2	i	8.6	i
18: COc1ccccc1NC(=O)NC1(C(=O)N2CCOCC2)CCCCC1
  i	i	i	i	11.3	i	i	-6.7	i	-3.6	i
19: COc1ccc(-c2csc3nc(-c4ccccc4F)oc(=O)c23)cc1
  i	i	i	i	11.9	i	i	-2.5	i	-9.9	i
20: COCc1nnc(NC(=O)c2ccc(S(=O)(=O)N3CCCC3)cc2)o1
  i	i	i	i	-1.1	i	i	-6.5	i	1.7	i
21: O=C1C=C(N2CCOCC2)C2(CCCCC2)O1
  i	i	i	i	-5.9	i	i	-3.6	i	3.2	i
22: O=C(Nc1ccc(CN2CCOCC2)cc1)c1cc(Cl)ccc1Cl
  i	i	i	i	-2.2	i	i	-4.2	i	-1.9	i
23: COC(=O)c1ccc(NC(=O)CSc2nc(=O)n3cccc(C)c3n2)cc1
  i	i	i	i	2.7	i	i	-7.6	i	-2.6	i
24: COc1ccc(Cc2nc3ccc(C(=O)NCC4COCCO4)cc3o2)cc1OC (configuration not stated)
  i	i	i	i	2.8	i	i	-6.8	i	x	i
25: Cc1ccc(N(CC(=O)N2CCCC2)S(C)(=O)=O)cc1C
  i	i	i	i	4.0	i	i	-6.1	i	8.2	i
26: O=CN1CCN(C(=O)c2ccc(-c3nc4ccccc4s3)s2)CC1
  i	i	i	i	3.2	i	i	-10.1	i	6.6	i
27: Cc1cc(C)nc(NS(=O)(=O)c2ccc(NC(=O)C3COc4ccccc4O3)cc2)n1 (configuration not stated)
  i	i	i	i	5.3	i	i	-7.3	i	-4.7	i
28: Cc1cccc(NC(=O)N2CCN(Cc3ccccc3)CC2)c1
  i	i	i	i	-3.7	i	i	-16.5	i	-3.0	i
29: O=C(NC1CCS(=O)(=O)C1)C12CC3CC(CC(C3)C1)C2 (configuration not stated)
  i	i	i	i	-3.9	i	i	-3.0	i	-0.7	i
30: O=C(CSc1nc(-c2ccc(F)cc2)cs1)Nc1ccccn1
  i	i	i	i	-0.7	i	i	-10.4	i	4.4	i
31: Cc1cccc(/C=N\Nc2cn[nH]c(=O)c2Cl)c1
  i	i	i	i	8.0	i	i	-5.8	i	-2.1	i
32: CN(C)S(=O)(=O)N1CCCC(C(=O)c2ccc(C(F)(F)F)cc2)C1 (configuration not stated)
  i	i	i	i	-3.5	i	i	-10.7	i	0.8	i
33: OC(c1ccccc1)(C1CCCCC1)C(CN1CCOCC1)c1ccccc1 (configuration not stated)
  6*	i	i	i	-0.9	i	i	-13.2	i	13.8	i
34: O=C(CC1(O)C(=O)Nc2ccc(Br)cc21)c1ccc2c(c1)OCO2 (configuration not stated)
  i	i	i	i	-4.3	i	i	-5.7	i	9.6	i
35: Cc1ccc2c(c1)N(CCC(=O)NCc1cccnc1)C(=O)CO2
  i	i	i	i	1.6	i	i	-7.7	i	-1.4	i
36: CC(OC(=O)Cc1c[nH]c2ccccc12)C(=O)NC1(C#N)CCCCC1 (configuration not stated)
  i	i	i	i	-3.9	i	i	-10.5	i	1.1	i
37: Cc1c(Cl)cccc1NC(=O)CSc1nnc(C)n1CC1CCCO1 (configuration not stated)
  i	i	i	i	10.2	i	i	-7.1	i	4.5	i
38: O=C(Nc1ccccc1)c1ccccc1NC(=O)[C@H]1CCCC[C@H]1C(=O)O
  i	i	i	i	5.7	i	i	-7.8	i	-1.9	i
39: O=C(Nc1cccnc1Cl)C1=NN(c2ccccc2)C(=O)CC1
  i	i	i	i	3.9	i	i	-6.2	i	-0.3	i
40: COc1ccc(CCNS(=O)(=O)c2c(C)nc3scc(C)n3c2=O)cc1OC
  i	i	i	i	-5.1	i	i	-5.1	i	1.1	i
41: CN(C(=O)c1cc2c(s1)-c1ccccc1S(=O)(=O)C2)c1ccccc1F
  i	i	i	i	46.1	i	i	-9.4	i	4.9	i
42: CC(NC(=O)c1cc(-c2ccc3c(c2)OCO3)nc2ccccc12)C(C)(C)C (configuration not stated)
  i	i	i	i	0.2	i	i	-3.0	i	1.1	i
43: CCC(=O)N1CCN=C1SCc1ccc(Cl)cc1
  i	i	i	i	0.8	i	i	-4.3	i	-0.2	i
44: O=C1OC(c2ccccc2)/C(=C(/O)c2ccccc2)C1=O (configuration not stated)
  i	i	i	i	4.1	i	i	-7.3	i	-0.8	i
45: O=C(CSc1nnc(-c2ccccc2Cl)o1)N1CCCC1
  i	i	i	i	-1.7	i	i	-8.2	i	5.8	i
46: COc1ccc(C(=O)COC(=O)/C=C/c2ccccc2)cc1
  i	i	i	i	-1.0	i	i	-2.7	i	0.4	i
47: CCc1ccccc1NC(=S)N=Nc1c(O)n(C)c2ccc(S(=O)(=O)N3CCOCC3)cc12
  i	i	i	i	0.6	i	i	-2.3	i	7.0	i
48: O=C(CSc1nc2ccc([N+](=O)[O-])cc2[nH]1)NC1CCCC1
  i	i	i	i	1.6	i	i	-2.1	i	-0.3	i
49: O=C(N/N=C/C1CC=CCC1)c1cc(Br)ccc1O (configuration not stated)
  i	i	i	i	-2.8	i	i	-6.7	i	-3.8	i
50: Cc1ccc(C(=O)Nc2ccc(C(=O)O)cc2)cc1S(=O)(=O)Nc1cccc([N+](=O)[O-])c1
  i	i	i	i	-1.8	i	i	-11.1	i	-1.4	i
51: Cc1ccc(C(=O)N2CC(C)OC(C)C2)cc1[N+](=O)[O-] (configuration not stated)
  i	i	i	i	-1.3	i	i	-9.8	i	1.7	i
52: O=C(CSc1nnc(CNC(=O)c2ccc(F)cc2)o1)NCc1ccccc1Cl
  i	i	i	i	5.6	i	i	-12.3	i	0.7	i
53: COC(C(=O)N/N=C(\C)CC(=O)Nc1ccc(N(C)C)cc1)c1ccccc1 (configuration not stated)
  i	i	i	i	-3.6	i	i	-5.1	i	1.4	i
54: C=CCC1Cc2c(cccc2[N+](=O)[O-])C(CC=C)N1 (configuration not stated)
  i	i	i	i	x	i	i	-3.6	i	-7.9	i
55: Cc1c(C(=O)NN)[nH]c2ccc([N+](=O)[O-])cc12
  i	i	i	i	x	i	i	-6.7	i	3.6	i
56: CC1=CC2=NC(=O)CC(C)(C(=O)N(CC(=O)NC(C)(C)C)Cc3ccccc3)N2C=C1 (configuration not stated)
  i	i	i	i	-1.7	i	i	-11.8	i	-31.4	i
57: Cc1ccc(-n2nnnc2SCC(=O)Nc2ccccc2N2CCCCC2)cc1C
  i	i	i	i	5.0	i	i	-1.9	i	3.8	i
58: c1cncc(-c2nn3cnnc3s2)c1
  i	i	i	i	10.9	i	i	-14.8	i	6.9	i
59: CCC(C)N=C1SCC(C)(/C=N/O)S1 (configuration not stated)
  i	i	i	i	-2.0	i	i	-4.0	i	-2.5	i
60: COc1ccccc1NC(=O)C(C(C)C)N1C(=O)c2ccccc2C1=O (configuration not stated)
  i	i	i	i	x	i	i	-7.2	i	3.7	i

# Continuation:
# Values run as follows: KCNQ1 inh	ANO1 activ	TRPC4 agonist	KCNK3 inh	Dyrk1A ADPGlo	TMEM16A inh	KCNK9 inh	hERG rescue	KCNQ1 act	HDAC3 inhib	TRPC4 PAM
61: CCOCCn1c(SCCc2ccccc2)nc2c1c(=O)[nH]c(=O)n2C
  i	i	i	i	1.7	i	i	-9.4	i	x	i
62: Cc1cccc(SCc2noc(C(=O)NCC3CCCO3)c2C(=O)O)c1 (configuration not stated)
  i	i	i	i	4.1	i	i	-7.8	i	-2.0	i
63: Cc1cc(C(=O)NN=C(Cc2ccccc2)Cc2ccccc2)c(C)o1
  i	i	i	i	-2.9	i	i	-8.7	i	0.5	i
64: O=C(CCc1nnc2ccc(NCc3ccco3)nn12)Nc1ccc(F)cc1
  i	i	i	i	0.4	i	i	-9.5	i	u	i

# Only part of the results is shown; count on the stated rates, not on these rows.
